Screening results deposited in PubChem by several laboratories.
MC4R ag barr: agonists of human melanocortin 4 receptor (MC4R) beta-arrestin. activation, % at 8.9 µM. P32245. U2OS MC4R beta-arrestin complementation, luminescence; percent of melanotan II response, DMSO zero. 360,000 tested, 0.98% active. AID 540308;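 active = activation above a per-plate cutoff, the mean activation of sample wells on that plate plus 3 SD, cut at about 8% in these data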
Target sequence (P32245 whole entry, looked up): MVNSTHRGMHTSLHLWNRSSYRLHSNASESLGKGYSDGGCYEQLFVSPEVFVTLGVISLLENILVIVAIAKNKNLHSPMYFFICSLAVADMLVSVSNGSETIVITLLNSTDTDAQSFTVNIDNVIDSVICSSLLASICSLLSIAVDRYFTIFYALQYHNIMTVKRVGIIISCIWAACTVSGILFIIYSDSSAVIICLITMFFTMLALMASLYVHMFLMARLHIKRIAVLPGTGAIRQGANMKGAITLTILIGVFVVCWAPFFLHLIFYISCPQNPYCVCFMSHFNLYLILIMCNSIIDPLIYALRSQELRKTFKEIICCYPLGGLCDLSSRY
TLR9-MyD88 inh: TLR9-MyD88 interaction inhibition. CHO BLA complementation TLR9-MyD88, CCF4 FRET ratio. inhibition, % at 4.98 µM. 340,000 tested, 0.21% active. AID 504734. Q9NR96+Q99836;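 active = inhibition above the mean over all tested compounds plus 3 SD, cut at about 21% in these data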;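 note: 0% = DMSO only wells and 100% = clavulanate BLA inhibitor control wells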
MC4R antag cAMP: blocks human MC4R cAMP signaling | P32245 | MC4R-expressing cells, MTII-stimulated cAMP, LANCE TR-FRET | inhibition, % at 6.5 µM | 360,000 tested, 0.48% active | AID 540295;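 active = inhibition above its plate's cutoff, the mean of tested wells on that plate plus 3 SD, cut at about 29% in these data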;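 note: 0% = Melanotan II alone and 100% = Melanotan II plus saturating MCL0020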
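material = U2OS cells stably expressing human melanocortin 4 receptor (MC4R) | also added = Melanotan II challenge | dosing = single nominal compound dose of 6.5 µM | detection = TR-FRET with Eu-cAMP and labeled anti-cAMP, 671 nm | replication = singlicate | timing = compound 30 min, challenge 1 h, detection 1 h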
aDG glyco act: alpha-DG glycosylation activation; AID 624168; Pro5-aDG cells, alpha-DG glycosylation AlphaScreen (IIH6); 0% Pro5, 100% B10-LARGE cell signal; 360,000 tested, 0.22% active; activation, % at 10 µM;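 active = activation of at least 8% versus controls, or a plate z-score of at least 8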;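 note: Pro5 are CHO cells carrying HIG-tagged alpha-DG that lacks glycosylation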
Vif imaging: HIV Vif inhibition; HEK293T cells, Vif self-association by quenched fluorescence, imaging, 24 h; inhibition, % at 7.49 µM; 340,000 tested, 0.35% active; AID 602346; in the data active = inhibition above about 50%, passing the limit was not always enough; note: some results filed as inactive read as strong as hits
ABCB6 inh 2: human ABCB6 transporter inhibition; Q9NP58; K562-ABCB6 porphyrin accumulation, flow cytometry, 1 h; active compounds read low; fluorescence ratio to DMSO, % at 10 µM; 360,000 tested, 0.19% active; AID 602162;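 active = fluorescence ratio to DMSO below 75%, the collection mean minus 3 SD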;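 note: signal is porphyrin accumulated inside mitochondria; 100% equals median channel fluorescence of DMSO control wells; lower ratio means ABCB6 inhibition with less porphyrin fluorescence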
NOD2-RIPK2 inh: blocks binding of human NOD2 to RIPK2; O43353; CHO BLA complementation NOD2-RIPK2, CCF4 ratio; inhibition, % at 4.98 µM; 360,000 tested, 0.38% active; in the data active = inhibition above about 21%;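 note: 0% = vehicle only and 100% = reference blocker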
Target sequence (O43353 whole entry, looked up): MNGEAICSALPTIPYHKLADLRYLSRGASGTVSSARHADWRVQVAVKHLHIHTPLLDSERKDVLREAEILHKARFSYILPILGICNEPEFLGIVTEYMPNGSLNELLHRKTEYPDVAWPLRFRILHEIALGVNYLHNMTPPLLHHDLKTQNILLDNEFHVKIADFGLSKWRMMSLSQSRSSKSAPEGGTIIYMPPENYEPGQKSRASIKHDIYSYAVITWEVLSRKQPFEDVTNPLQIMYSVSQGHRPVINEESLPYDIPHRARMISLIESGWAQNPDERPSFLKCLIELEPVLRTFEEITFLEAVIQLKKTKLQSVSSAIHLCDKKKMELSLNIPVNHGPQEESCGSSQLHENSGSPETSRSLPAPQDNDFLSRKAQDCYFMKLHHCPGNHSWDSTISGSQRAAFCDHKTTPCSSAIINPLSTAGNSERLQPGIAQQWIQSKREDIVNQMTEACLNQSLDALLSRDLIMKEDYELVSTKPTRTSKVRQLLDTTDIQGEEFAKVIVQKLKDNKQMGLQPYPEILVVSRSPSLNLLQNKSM
Glyco luc inh: N-linked glycosylation inhibition; D54 ERlucT glycosylation luciferase reporter, 24 h; percent of 100 nM tunicamycin response; 360,000 tested, 0.23% active; reporter increase, % at 12.5 µM;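 active = mean luciferase reporter signal, scaled so untreated is 0 and the glycosylation-blocking control 100, at or above a set limit in every replicate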;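 note: luciferase carries N-glycosylation sites so blocking glycosylation raises the light; 0% = median of neutral control wells and 100% = median of 100 nM tunicamycin wells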
ABHD5-PLIN5 inh: blocks binding of human ABHD5 to perilipin-5 | 360,000 tested, 0.78% active | Q00G26+Q8WTS1 | inhibition, % at 4 µM | Split G. princeps luciferase complementation, luminescence, 4 h | AID 602281;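 active = inhibition above the mean inhibition across every tested compound plus 3 SD, cut at about 22% in these data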;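 note: 0% = DMSO only wells and the 100% control is not disclosed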
Granule exo inh: lytic granule exocytosis inhibition | TALL-104 LAMP-1 surface exposure, flow cytometry; cells stimulated with thapsigargin and PMA | inhibition, % at 10 µM | 360,000 tested, 0.66% active | AID 651702;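 active = inhibition above about 55%, limit read from the data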
The depositor's hits bear a star; . = not tested or not shown; & = joins results of further samples. Some of the compounds tested. The share of hits here may be higher or lower than overall.

Each structure is followed by: MC4R ag barr	TLR9-MyD88 inh	MC4R antag cAMP	aDG glyco act	Vif imaging	ABCB6 inh 2	NOD2-RIPK2 inh	Glyco luc inh	ABHD5-PLIN5 inh	Granule exo inh
COc1ccc(NS(=O)(=O)c2ccc3[nH]c(=O)[nH]c3c2)cc1
→ -1.5	-6	0	-0.1	40	99	3	3	0	-7
O=C(NCC(c1ccco1)N1CCCC1)c1sc2ccccc2c1Cl (configuration not stated)
→ -0.4	1	7	0.2	4	100	-2	-6	-3	-7
CCOc1ccc(-c2nnc(N(CC)C(=O)C3CCC3)s2)cc1
→ -1.7	-1	6	0.6	-13	105	1	-3	4	-2
CCCCC(C(=O)NC1CCCC1)N(C(=O)c1snc(C(N)=O)c1N)c1ccc(OCC)cc1 (configuration not stated)
→ 1.8	3	-7	0.2	-9	102	5	-4	-8	29
CNS(=O)(=O)c1cc(O)c2c(S(=O)(=O)NC)cccc2c1
→ -1.6	7	7	0.3	2	97	1	0	0	23
COc1ccc(NS(=O)(=O)c2cccc(-c3nnc(-c4ccccc4)o3)c2)cc1
→ 0.9	4	9	0.1	-3	91	-3	-1	-2	-3
COc1ccc(NC2=C(C(C)=O)C(c3ccc4c(c3)OCO4)C(C(C)=O)C(C)(O)C2)cc1 (configuration not stated)
→ -2.1	-6	16	-0.1	-4	116	1	-4	7	-2
NC(=O)CS(=O)(=O)c1nc2ccccc2n1CC(=O)N1CCCCC1
→ 0.0	4	4	0.1	-2	102	-3	-2	5	1
O=C(NN(Cc1ccccc1)Cc1ccccc1)c1ccccc1
→ -1.6	-4	11	0.0	-6	95	-5	1	-7	-3
Cc1ccc(C)c(N2CCN(C(=O)C3CCC3)CC2)c1
→ -0.4	0	4	0.0	2	98	-2	0	-4	-16

Next part:
Each structure is followed by: MC4R ag barr	TLR9-MyD88 inh	MC4R antag cAMP	aDG glyco act	Vif imaging	ABCB6 inh 2	NOD2-RIPK2 inh	Glyco luc inh	ABHD5-PLIN5 inh	Granule exo inh
Cc1ccc(NC(=O)C2(N(CC(C)C)C(=O)Cn3nnnc3N)CCCCC2)cc1
→ -0.4	-7	2	0.0	-3	96	-7	3	-6	15
Cn1c(CNC(=O)CNC(=O)c2ccc(F)cc2)cc(=O)n(C)c1=O
→ -4.5	7	3	0.1	1	87	7	1	-1	-2
CCOC(=O)N1CCN(C(=O)c2ccccc2SCC(=O)NCC2CCCCC2)CC1
→ -0.2	2	-1	0.2	-3	102	-6	-3	-15	0
O=C(N=Nc1c(O)[nH]c2ccccc12)c1cccs1
→ -2.4	-5	-24	-0.1	5	98	5	-7	-7	2
CCc1cc(C)c(O)c(CC)n1
→ 0.4	-4	-2	-0.1	3	99	-2	4	1	-1
COc1ccc(OC)c2[nH]c(=O)c(CCNC(=O)C3CCCCC3)cc12
→ 1.2	2	-4	0.6	-7	92	-4	0	5	3
O=C(Cn1cnc2scc(-c3cccc([N+](=O)[O-])c3)c2c1=O)NCc1ccco1
→ 0.9	-13	-6	-0.2	-37	92	4	-2	20	5
O=C(Cc1ccccc1)NN1C(=O)/C(=C/c2ccccc2C(=O)O)SC1=S
→ -2.4	2	9	0.1	-4	102	1	2	-10	-6
CCOC(=O)c1[nH]c2ccccc2c1NC(C)=O
→ -1.4	1	4	0.1	3	89	-6	0	2	4
CC(C)N(C(=O)CN1CCN(S(=O)(=O)c2ccc(Br)s2)CC1)C(C)C
→ -0.1	7	0	0.1	-14	97	-5	0	-1	-7

More records:
Each structure is followed by: MC4R ag barr	TLR9-MyD88 inh	MC4R antag cAMP	aDG glyco act	Vif imaging	ABCB6 inh 2	NOD2-RIPK2 inh	Glyco luc inh	ABHD5-PLIN5 inh	Granule exo inh
COc1ccc(OC)c(CCNC(=O)CCc2nnc3ccc(N4CCCC4)nn23)c1
→ 1.6	-21	18	1.5	2	106	3	0	-1	9
Cc1ccsc1C(=O)NNC(=S)NCC(C)C
→ 0.0	-2	0	0.3	.	89	-8	-1	4	-2
Cc1ccc(Nc2nc(N)nc(CSc3ncccn3)n2)cc1
→ 1.2	-5	1	0.5	-7	98	-9	-2	2	-1
O=S(=O)(c1ccc(F)c(Cl)c1)N1CCN(C/C=C/c2ccccc2)CC1
→ -2.9	-11	-7	0.1	-6	100	6	0	2	-2
CC(/C=N/n1c(COc2ccccc2)n[nH]c1=S)=C\c1ccccc1
→ 2.1	-8	3	-0.1	0	101	-3	0	-7	3
COc1cccc(NC(=O)COC(=O)c2nc3nccc(C)n3n2)c1
→ 2.0	6	8	0.1	.	92	-16	4	-2	-4
CN1CCN(S(=O)(=O)c2ccc3c(c2)NC(=O)CS3)CC1
→ -3.3	0	8	-0.2	0	99	-12	2	-7	-2
COc1ccc(OC)c(/C(C)=N\NC(=O)c2cc3cc(Cl)ccc3n2C)c1
→ -0.4	-5	17	-0.1	-11	100	-8	10	6	47
CC(=O)NC1C2CN3CCN(C2)CC1(Cc1ccccc1)C3 (configuration not stated)
→ -2.9	0	9	0.0	-10	96	-9	0	1	2
CCCC(C)C(=O)Nc1ccc(F)c(Cl)c1 (configuration not stated)
→ -3.5	-5	-7	0.2	-2	94	8	1	-2	6

The listing continues.
Each structure is followed by: MC4R ag barr	TLR9-MyD88 inh	MC4R antag cAMP	aDG glyco act	Vif imaging	ABCB6 inh 2	NOD2-RIPK2 inh	Glyco luc inh	ABHD5-PLIN5 inh	Granule exo inh
COc1ccc(-c2nc(CS(=O)CC(=O)NC3CCCC(C)C3C)c(C)o2)cc1OC (configuration not stated)
→ -2.8	3	3	0.0	7	96	-5	6	-8	3
COc1ccccc1CNC(=O)C(NS(=O)(=O)c1ccc2c(c1)oc(=O)n2C)C(C)C (configuration not stated)
→ 0.9	3	2	1.1	9	97	-8	-2	14	8
Cc1noc(C)c1C(=O)OCC(=O)Nc1cccc(S(N)(=O)=O)c1
→ -0.1	-9	-1	0.5	-2	97	0	0	11	-2
COCCNC(=O)C(=O)NCCN1CCNCC1
→ -1.6	5	-6	0.2	-2	91	11	0	0	0
Cc1cc(NC(=O)CN2CCc3ccccc3C2)nc2c1c(=O)oc1ccccc12
→ 0.0	-11	-2	-0.1	1	96	0	6	-1	2
Cc1c(-c2ccccc2)cnc2c(C)cccc12
→ 0.6	-7	1	0.1	0	98	-6	0	9	-27
C=CCn1cccc(C(=O)Nc2ccc(OC)c(OC)c2)c1=O
→ -2.5	.	-8	-0.3	9	99	-9	-1	-5	0
COc1ccc(-n2nnnc2/C=C\Nc2ccc(C)cc2)cc1
→ 1.8	3	-3	-0.1	8	93	-4	0	-1	0
Cc1n[nH]c(=O)c2c(NC(=O)CSc3ccccc3F)oc(C)c12
→ -2.1	-1	-2	0.0	-2	97	-8	2	16	-5
O=S(=O)(c1ccc2nc(COc3ccccc3)[nH]c2c1)N1CCOCC1
→ 0.7	5	15	0.0	-2	100	-7	-1	7	2

(continued)
Each structure is followed by: MC4R ag barr	TLR9-MyD88 inh	MC4R antag cAMP	aDG glyco act	Vif imaging	ABCB6 inh 2	NOD2-RIPK2 inh	Glyco luc inh	ABHD5-PLIN5 inh	Granule exo inh
O=S(=O)(c1ccccc1)c1cnc(-c2cccnc2)nc1-c1ccccc1
→ -1.1	-5	-5	0.3	-9	83	-8	-3	2	-1
O=C(CCCCCN1C(=O)c2ccccc2C1=O)Nc1ccccc1
→ -1.4	0	5	0.2	6	90	-1	4	5	-2
CN(C)NC(=S)Nc1cccc(C(F)(F)F)c1
→ -1.7	-2	-4	0.5	-4	96	-7	2	-4	0
Cc1cc(C)c(OCC(=O)OC(C)C(=O)NC2CC2)c(C)c1 (configuration not stated)
→ 0.1	-1	2	-0.2	-5	91	-6	0	0	2
CC1(C(=O)Nc2ccccc2Cc2ccccc2)CCN1Cc1ccccc1Cl (configuration not stated)
→ 1.9	.	8	0.3	-6	96	-15	-9	-9	5
O=C(Nc1cccc(C(=O)Nc2ccc(F)cc2F)c1)c1ccccc1
→ 0.3	1	21	0.3	-5	108	2	1	6	-5
COCCSc1ccccc1C(=O)NCc1ccc2c(c1)OCO2
→ -0.7	-5	3	0.9	6	98	-10	-1	-5	4
CCOC(=O)c1c(-c2ccc(C)cc2)csc1NC(=O)c1ccc(N2C(=O)CCC2=O)cc1
→ -1.2	7	-1	-0.5	-1	95	-3	-2	9	-8
CO/N=C/c1ccc(Oc2ccc(C)cc2)c([N+](=O)[O-])c1
→ -1.9	0	0	-0.4	0	99	1	0	-5	2
CC(C)C[C@@H](CNCC(=O)[C@H](Cc1ccccc1)NC(=O)c1[nH]cnc1C(=O)N[C@@H](C)CN)NC(=O)c1nc[nH]c1C(=O)N[C@@H](C)C(=O)O
→ 0.9	-3	-1	-0.1	-2	96	-4	2	9	-1

Remaining list, next part
Each structure is followed by: MC4R ag barr	TLR9-MyD88 inh	MC4R antag cAMP	aDG glyco act	Vif imaging	ABCB6 inh 2	NOD2-RIPK2 inh	Glyco luc inh	ABHD5-PLIN5 inh	Granule exo inh
CCC(O)C1CCN(C(=O)c2ccc(OC3CCN(Cc4ccccn4)CC3)cc2)CC1 (configuration not stated)
→ 1.7	-4	4	0.3	-5	101	4	0	-2	-2
COc1cccc(/C=N/n2c(SC)nnc2-c2ccccc2)c1O
→ -1.0	9	-16	-0.2	20	123	0	9	-5	8
CCCCN(CC)CCCNC(=O)c1cn(CC)c2ccc(S(=O)(=O)N3CCc4ccccc4C3)cc2c1=O
→ 0.4	-2	2	8.5*	-1	102	-5	-6	3	1
Nn1c(SCC(=O)Nc2ccc(S(N)(=O)=O)cc2)nnc1C(F)(F)F
→ -2.3	6	4	0.0	-15	98	-13	-1	3	-3
Cc1noc(NS(=O)(=O)c2ccc(N/C=C/C(=O)c3cccnc3)cc2)c1C
→ -0.6	-7	-5	0.0	-21	97	1	0	8	6
CCOC(=O)C1=C(C)NC(=S)N(C(C)=O)C1c1ccc(OC)c(OC)c1 (configuration not stated)
→ -2.4	.	4	-0.1	1	97	-2	7	3	0
CC(Oc1ccc(F)cc1)C(=O)Nc1cc(S(=O)(=O)N2CCOCC2)ccc1N1CCCC1 (configuration not stated)
→ -0.6	-1	-2	0.1	-12	96	2	0	0	-4
COc1ccc(-c2ccc(-c3nc4ccc(C)cn4c3NC3CCCCC3)cc2OC)cc1
→ -3.0	5	14	1.3&0.5	-14	103&102	3&-1	-7	-4&-3	34&-4
Cc1ccccc1Oc1ccc(S(=O)(=O)NCCC(=O)O)cc1
→ 0.8	-2	2	-0.4	-10	95	-2	3	-6	2
